SR-BI DiI-HDL act – activators of SR-BI mediated DiI-HDL uptake, primary screen, ldlA[mSR-BI] CHO cells, DiI fluorescence. activation, % at 12.5 µM. 3 h; 100 = double the neutral-control signal. hit rate 0.096% among 320,000;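 active = mean replicate activation of at least 60% and every replicate at or above 60%; inconclusive = mean or all-replicate condition met, but not both; inactive = mean below 60% and not all replicates reaching 60%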;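 also: 0% = median plate neutral-control signal and 100% = twice that signal; values of inactives mirror those of a sister screen read the other way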
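System: LDL receptor-deficient CHO ldlA cells overexpressing murine SR-BI | Timing: 3 h uptake period with compound, 37 °C | Medium: HEPES-buffered (25 mM, pH 7.4) F12 plus 0.5% BSA | Dosing: Single-point compound dose | Signal: Bottom-read fluorescence, 550/595 nm | Read-out: Retained DiI signal reflecting DiI-HDL uptake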
Wnt act – Wnt/beta-catenin pathway activators, primary screen, cell-based, plate reader, single point; Wnt/beta-catenin reporter cell assay, activator; activation, % at 9.35 µM; hit rate 1.2% among 300,000; AID 743398, 2014; in the data active = activation above about 30%, passing the limit was not always enough; inconclusive = no clear call, values can overlap the other calls;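 also: 0% = neutral control wells and 100% = positive control wells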
Rtt109 Vps75 – inhibitors of C. albicans Rtt109/Vps75 HAT, primary screen, biochemical, ThioGlo CoA-SH fluorescence, plate reader. Histone acetyltransferase RTT109 (Candida albicans (strain SC5314 / ATCC MYA-2876)), …. purified Rtt109/Vps75, 4 h. inhibition, % at 34.9 µM. hit rate 0.16% among 330,000. AID 540336, 2011;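 active = inhibition of at least 50% in every replicate; inconclusive = best replicate reaches 50% inhibition but some replicates fall short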
Target sequence (Q5AAJ8 whole entry, looked up): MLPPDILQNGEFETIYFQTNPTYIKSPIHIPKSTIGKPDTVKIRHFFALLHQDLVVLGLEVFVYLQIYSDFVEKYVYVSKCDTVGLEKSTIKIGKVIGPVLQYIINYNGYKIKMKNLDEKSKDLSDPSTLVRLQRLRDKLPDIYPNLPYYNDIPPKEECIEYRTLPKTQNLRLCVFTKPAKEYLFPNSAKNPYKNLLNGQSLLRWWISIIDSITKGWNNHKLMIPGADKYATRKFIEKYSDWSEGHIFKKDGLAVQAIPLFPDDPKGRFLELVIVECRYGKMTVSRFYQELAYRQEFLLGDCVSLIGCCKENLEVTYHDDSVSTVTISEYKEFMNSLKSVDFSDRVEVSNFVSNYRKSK
CDK5 p35 inh – inhibitors of human CDK5/p35 kinase, primary screen, biochemical, single concentration | Cyclin-dependent kinase 5 (Homo sapiens) + Cyclin-dependent kinase 5 activator 1 (Homo … | Recombinant CDK5/p35, ADP-Glo luminescence, 60 min | inhibition, % at 10 µM | hit rate 0.01% among 330,000 | AID 488839, 2010;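 active = highest replicate inhibition of at least 50% and at least 75% of replicates reaching 50%; inconclusive = only one of the two criteria met; inactive = both criteria failed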;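 also: plate controls were DMSO neutral control for no effect and GW8510 at 10 µM for full effect; many of its hits are not listed in these tables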
RTF Ca sens act – cardiac RTF calcium sensitivity activators, primary screen, biochemical, IANBD-TnC fluorescence, EC20 calcium. hit rate 0.24% among 340,000. IANBD-labeled TnC RTF fluorescence at EC20 calcium; 0% EC20 calcium, 100% full calcium. activation, % at 7.2 µM. Troponin I, cardiac muscle (Homo sapiens) + Troponin T, cardiac muscle (Homo sapiens) + …. AID 493008, 2010;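 active = activation above the mean over all tested compounds plus 3 SD, cut at about 30% in these data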;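 also: rise in fluorescence read as greater calcium sensitivity of cardiac thin filaments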
PvdQ inh – P. aeruginosa PvdQ acylase inhibitors, primary screen, biochemical, fluorescence, plate reader and imaging, single point. inhibition, % at 10 µM. AID 488965, 2010. PvdQ acylase [Pseudomonas aeruginosa LESB58]. purified PvdQ acylase. hit rate 0.063% among 340,000; in the data active = inhibition above about 30%, passing the limit was not always enough; inconclusive = no clear call, values can overlap the other calls;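 also: 0% = vehicle neutral wells and 100% = reference inhibitor wells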
SR-BI HDL uptake – inhibitors of SR-BI mediated HDL lipid uptake, primary screen, ldlA[mSR-BI] cells, fluorescence, single point. hit rate 0.96% among 320,000. inhibition, % at 12.5 µM. ldlA[mSR-BI] CHO cells, DiI-HDL uptake fluorescence, 3 h. Scavenger receptor class B member 1 (Mus musculus), Q61009;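 active = mean replicate inhibition of at least 70% and a set share of replicates each scoring 70 or more; inconclusive = meets just one of the two criteria; inactive = fails both criteria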;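 also: 0% = median of neutral control wells and 100% = median of positive control wells; values of inactives mirror those of a sister screen read the other way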
HTR5A ag ctr – HTR5A agonists in luminescence cell assay, primary screen, counter-screen for OPRM1-OPRD1 heterodimer agonist project, full-deck HTS; 5-hydroxytryptamine receptor 5A (Homo sapiens), P47898; cell-based; activation, % at 9.3 µM; hit rate 0.61% among 340,000; AID 504692, 2011; in the data active = activation mostly above about 9.5%, no sharp cut-off; inactive = mostly below about 7.6%;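 also: 0% = cells with vehicle only and 100% = reference agonist; strong numbers were not always called active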
Target sequence (P47898 whole entry, looked up): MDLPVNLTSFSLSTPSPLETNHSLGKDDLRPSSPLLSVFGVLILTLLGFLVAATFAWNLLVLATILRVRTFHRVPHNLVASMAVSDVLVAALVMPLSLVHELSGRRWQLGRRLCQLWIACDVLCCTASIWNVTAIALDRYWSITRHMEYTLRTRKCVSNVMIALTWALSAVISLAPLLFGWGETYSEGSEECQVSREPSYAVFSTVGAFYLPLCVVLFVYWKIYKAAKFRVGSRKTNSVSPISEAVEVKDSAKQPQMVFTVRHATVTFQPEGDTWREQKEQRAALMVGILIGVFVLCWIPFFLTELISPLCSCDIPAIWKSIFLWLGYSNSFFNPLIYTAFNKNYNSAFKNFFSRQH
dFosB act – activators of delta FosB homodimer, primary screen, biochemical, fluorescence polarization, TAMRA-CDK5 oligo, single point; purified delta FosB; percent of positive-control signal above neutral wells; hit rate 0.99% among 340,000; Protein FosB (Mus musculus), P13346; activation, % at 25 µM;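 active = mean activation above about 17%, with every replicate also reaching it, limit read from the data, passing the limit was not always enough; inconclusive = only one of the two conditions met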;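 also: fluorescence polarization rise as delta FosB binds a TAMRA Cdk5 AP-1 oligo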
Target sequence (P13346 whole entry, looked up): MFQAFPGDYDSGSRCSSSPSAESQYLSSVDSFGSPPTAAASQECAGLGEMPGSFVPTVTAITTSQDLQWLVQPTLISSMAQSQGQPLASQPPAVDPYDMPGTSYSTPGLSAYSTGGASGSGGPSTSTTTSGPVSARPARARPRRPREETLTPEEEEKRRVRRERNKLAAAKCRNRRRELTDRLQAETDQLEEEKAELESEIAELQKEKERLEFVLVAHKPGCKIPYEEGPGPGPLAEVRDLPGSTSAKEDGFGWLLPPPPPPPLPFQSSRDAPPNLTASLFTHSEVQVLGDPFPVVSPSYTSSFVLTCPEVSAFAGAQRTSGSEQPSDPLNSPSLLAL
MITF act – activators of MITF-driven TRPM1 promoter reporter, primary screen, cell-based, SK-MEL-5, luciferase, single point | SK-MEL-5 TRPM1-promoter luciferase, 24 h; % of positive control, neutral wells = 0 | activation, % at 12.5 µM | hit rate 0.75% among 300,000 | AID 588334, 2011;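 active = mean activation of at least 80% with every replicate also reaching 80%; inconclusive = mean reaches 80% but some replicate falls short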;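 also: 0% = neutral control wells and 100% = parthenolide positive control wells; values of inactives mirror those of a sister screen read the other way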
* hit, by the source's call; ? = inconclusive; . = no result given.

No.	SMILES	SR-BI DiI-HDL act	Wnt act	Rtt109 Vps75	CDK5 p35 inh	RTF Ca sens act	PvdQ inh	SR-BI HDL uptake	HTR5A ag ctr	dFosB act	MITF act
1	CC(C)CN(C(=O)CN1CCC(C)CC1)c1c(N)n(CC(C)C)c(=O)[nH]c1=O	2	-2	7	0.2	-3	1	-2	3	2	-3
2	CN1CCN(C(=O)/C(=C/c2cccs2)NC(=O)c2ccco2)CC1	-12	0	-14	-0.6	11	-15	12	1	-3	0
3	O=C(COC(=O)CCNS(=O)(=O)c1ccccc1)Nc1ccc(OC(F)F)cc1	4	4	7	-3.5	3	-3	-4	1	-16	1
4	COc1cccc(NC(=O)CN(C)C(=O)c2ccc(-n3cncn3)c([N+](=O)[O-])c2)c1	9	0	-4	2.0	-5	7	-9	11	-7	-10
5	CCCOc1ccc(Cc2nc(N)nc(N)n2)cc1	12	.	4	0.1	-1	16	-12	4	-8	-3
6	CN(C)C(=O)N1CCN(c2nc(-c3ccccc3)cs2)CC1	-12	11	-2	8.0	3	14	12	6	-5	.
7	Cc1cccc(NC(=O)Cn2cnc3c(oc4nc5c(cc43)COC(C)(C)C5)c2=O)c1	10	-2	2	-0.9	-6	-12	-10	1	-36	5
8	COCC(=O)Nc1ccc(C(C)C)cc1	7	1	7	-0.9	3	17	-7	1	0	-6
9	O=C(NC1CCCCCCC1)c1cccnc1	18	0	-7	0.5	1	-16	-18	0	3	.
10	CCOc1ccc(S(=O)(=O)N(CC)CC(=O)NCc2ccccn2)cc1C	.	2	-10	-11	12	-20	.	2	-12	-9
11	CC(C)(C)OC(=O)NCc1n[nH]c(=S)n1C1CC1	22	9	2	-0.8	0	-20	-22	1	-1	3
12	CCOCCCNC(=O)c1cc2c(s1)-c1ccccc1SC2	15	0	-8	-0.6	4	-12	-15	2	-34	18
13	COc1cc2c(cc1OC)CN(Cc1cc(=O)n3cc(C)ccc3n1)CC2	3	-4	-30	-1.5	3	1	-3	2	-3	.
14	COc1cccc(/C=N/Nc2ccc(Cl)nn2)c1OC	-6	16	5	-5.5	3	-18	6	-4	-5	.
15	COc1ccc(NC(=S)N(CCCN2CCC(C)CC2)Cc2cccs2)cc1	-11	0	6	-1.5	8	-8	11	0	-2	-8
16	COc1ccccc1CNC(=O)C(NC(=O)Nc1ccccc1)C(C)C (stereo not drawn)	15	-2	-7	-0.9	0	-11	-15	8	3	-9
17	Cc1ccccc1/C=N/Nc1ccc(Cl)nn1	-3	-1	-4	-0.5	0	5	3	4	0	30
18	Cc1nnc2c3ccccc3c(-c3ccccc3)nn12	18	.	8	-0.5	-1	-6	-18	1	-21	-1
19	COc1cc2c(cc1NC(=O)CSc1ccccn1)oc1ccccc12	-36	.	-3	-0.5	2	-5	36	6	-12	95*
20	O=C(NCC1CCCO1)C1CCN(S(=O)(=O)c2cc(Cl)ccc2Cl)CC1 (stereo not drawn)	25	-2	-10	1.8	7	-1	-25	5	-3	-2
21	Cc1cc(S(=O)(=O)NC(C)c2nnc3ccccn23)ccc1Br (stereo not drawn)	5	7	-3	-1.2	0	-10	-5	2	6	-2
22	O=C(NCCCNC(=O)c1ccc(F)cc1)c1ccc(F)cc1	-3	1	-2	0.3	0	-2	3	1	1	-13
23	COCCn1c(C)cc(C2=NNC(=Nc3ccccc3)SC2)c1C	-24	.	7	0.2	2	-7	24	6	-1	17
24	O=C(NCc1cccnc1)C(=O)NCC1OCCCN1S(=O)(=O)c1ccccc1 (stereo not drawn)	0	13	-3	-1.4	-3	-6	0	0	3	-11
25	CC(C)Sc1nnc([C@H](C)NC(=O)OC(C)(C)C)o1	-12	-3	.	-1.2	-5	11	12	0	4	.
26	CN(CC(=O)NCCN1CCN(Cc2ccccc2)CC1)S(=O)(=O)c1cccc2nsnc12	-15	0	1	-1.5	-6	16	15	-1	3	-4
27	O=C1C(=O)N(CCN2CCOCC2)C(c2ccc(Cl)cc2)/C1=C(/O)c1ccc(S(=O)(=O)N2CCOCC2)cc1 (stereo not drawn)	.	.	7	-4.7	-3	-8	.	2	1	.
28	CCc1c(C(=O)NNC(=S)NCc2ccccc2)csc1C	11	0	-6	-1.2	-2	-1	-11	-2	16	-5
29	CC(C)(C)c1ccc(NC(=O)COc2ccc(-n3ccnc3)cc2)cc1	-9	.	-1	1.2	-5	-15	9	6	-1	-40
30	CCCNC(=O)CN1C(=O)NC(CCc2ccccc2)C1=O (stereo not drawn)	27	0	-11	-0.4	3	-1	-27	9	6	3
31	CN(C)CCNC(=O)C(C(=O)c1ccc(F)cc1)n1ccccc1=O (stereo not drawn)	44	0	3	0.9	0	1	-44	5	-3	.
32	CCC1Sc2ccc(S(=O)(=O)CCC(=O)NCc3ccc(C)o3)cc2NC1=O (stereo not drawn)	20	-4	1	.	-6	3	-20	-1	-5	-5
33	C/C=C/c1ccc(OCc2cc(=O)n3cc(C)ccc3n2)c(OC)c1	.	-1	-3	1.3	-2	-11	.	-3	-3	-1
34	CC1(C)C/C(=C(/C#N)C(N)=O)CCO1	-5	.	1	-1.5	-6	-5	5	-7	1	-11
35	O=C(c1ccc([N+](=O)[O-])cc1)N1CCN(Cc2ccccc2[N+](=O)[O-])CC1	-23	-4	.	-1.1	-6	-6	23	0	-1	-1
36	CSc1ccc(S(=O)(=O)NCC(=O)OCC(=O)NCc2cccs2)cc1[N+](=O)[O-]	3	-6	6	-1.8	-5	-12	-3	4	-10	-10
37	COc1cccc(C(=O)OCC(=O)c2[nH]c(C)c(C(C)=O)c2C)c1	-18	5	-3	0.8	0	-10	18	2	9	17
38	COc1ccc(OCCCON2C(=O)c3ccccc3C2=O)cc1	5	0	-11	-0.5	2	-2	-5	-2	0	4
39	COc1ccc(N(CC(=O)Nc2cccc3ccccc23)S(C)(=O)=O)c(OC)c1	-15	0	4	3.9	-1	-11	15	0	-12	.
40	CCSc1nnc(NC(=O)C(C)C)s1	1	-1	-15	0.0	0	3	-1	-2	-7	-8
41	N#Cc1c(NC(=O)c2cc(C3CC3)on2)sc2c1CCC2	-1	4	9	1.8	-8	19	1	1	-2	17
42	CC(C)CN(CC(C)C)CC(O)COc1ccc([N+](=O)[O-])cc1 (stereo not drawn)	10	0	2	-3.2	0	-26	-10	1	-5	1
43	CCN1CCN(c2ccc(S(=O)(=O)N3CCCCC3)cc2NC(=O)Cc2ccccc2F)CC1	33	-2	12	1.4	-1	6	-33	1	-9	9
44	Cc1ccc(CNC(=O)Cn2cnc(S(=O)(=O)N3CCC(C)CC3)c2)o1	8	-2	16	-0.6	0	4	-8	1	-1	-5
45	COc1cccc(CNC(=O)c2nnn(-c3ccc(OC(F)(F)F)cc3)c2N)c1	16	.	-8	-2.0	3	-5	-16	2	-6	.
46	C=C1C(C(=O)Nc2ccc(OCC)cc2)C1C(=O)Nc1ccc(OCC)cc1 (stereo not drawn)	-26	-6	.	-0.2	-4	9	26	-4	6	-6
47	O=S(=O)(c1ccccc1)N1CCN(C2CCN(Cc3ccccc3)CC2)CC1	-28	-2	-9	1.0	0	-12	28	3	-3	.
48	C=CCn1c(COc2ccccc2F)nnc1SCCN1C(=O)c2ccccc2C1=O	10	-5	6	-1.7	-6	-15	-10	-4	-1	14
49	CCc1cccc(NC(=O)CCNC(=O)Cn2ccc3ccccc3c2=O)c1	.	1	9	1.4	-5	-7	.	-4	0	-7
50	CC(C)CC(NC(=O)C1CCC(C)CC1)C(=O)Nc1ccccc1F (stereo not drawn)	.	-3	6	0.1	1	-11	.	-2	-9	-2
51	COc1cccc(C(=O)Cn2c(N3CCOCC3)nc3c2c(=O)n(C)c(=O)n3C)c1	23	.	5	-1.7	3	-3	-23	-3	3	0
52	CCN(CC)CCOCCOc1cc(C)c(Cl)c(C)c1	15	0	-12	0.4	0	-9	-15	2	3	9
53	Cc1ccc(C(=O)N(Cc2cccnc2)Cc2cc3cc(C)ccc3n3nnnc23)cc1	7	-1	3	-1.8	2	-7	-7	-2	-11	-5
54	COc1ccc(CNC(=O)CN(c2cc(C)cc(C)c2)S(=O)(=O)c2c(C)[nH]c(=O)[nH]c2=O)cc1	14	1	-7	0.9	5	-13	-14	-1	-2	-6
55	Cc1ccc(-n2nc(C)c3c2OC(N)=C(C#N)C3c2ccncc2)cc1 (stereo not drawn)	19	-1	4	0.8	-4	7	-19	1	6	-11
56	O=C(CN(C(=O)CNS(=O)(=O)c1ccc(F)cc1)c1ccccc1)NCc1ccco1	.	-2	-6	-0.8	-1	-6	.	-3	-5	.
57	COc1cc([N+](=O)[O-])ccc1NC(=O)COC(=O)c1c[nH]c(=O)[nH]c1=O	-22	-6	-2	-0.7	6	-13	22	-3	3	-7
58	Cc1ccc(C(=O)c2ccccc2C(=O)OCC(=O)N2CC(C)CC(C)C2)cc1 (stereo not drawn)	-22	-2	8	-0.9	0	-6	22	5	-8	1
59	Cc1c(C(=O)NCCSc2ccc(Cl)cc2)cccc1[N+](=O)[O-]	-27	-5	-6	-1.3	-3	11	27	6	1	-7
60	CC(C)Cc1nnc(NC(=O)CS(=O)(=O)Cc2ccccc2)s1	33	-1	.	0.5	-2	7	-33	-1	-5	-5

Following part.
No.	SMILES	SR-BI DiI-HDL act	Wnt act	Rtt109 Vps75	CDK5 p35 inh	RTF Ca sens act	PvdQ inh	SR-BI HDL uptake	HTR5A ag ctr	dFosB act	MITF act
61	Cc1ccc(C(=O)N/C(=C\c2ccc([N+](=O)[O-])cc2)C(=O)NCCc2ccccc2)cc1	-37	.	16	0.7	0	-4	37	3	4	-8
62	CCCCNC(=O)c1cc2c(C)cc(C)cc2[nH]1	-16	5	1	-0.4	1	-12	16	1	-2	0
63	COc1ccc(-c2cccc(NC(=O)c3ccco3)c2)nn1	-4	0	-7	0.0	8	2	4	-3	-8	0
64	Cc1cc(/C=C2\SC(=Nc3ccc(F)cc3)NC2=O)c(C)n1-c1ccc(S(N)(=O)=O)cc1	24	.	1	1.1	-1	-6	-24	4	-2	-30
65	O=C(Nc1ccncc1)c1cn(-c2ccccc2)nc1-c1cccs1	-31	?	-1	-3.5	7	-9	31	8	-2	.
66	CCOC(=O)c1cnc(-n2nc(C)cc2C)nc1NC1CCCC1	-27	0	19	1.2	-6	-3	27	0	-16	.

Rows are unselected; about 4.4% have a hit in one of these screens.
